GALK inh: qHTS Assay for Inhibitors of Human Galactokinase (GALK): NCGC Sytravon Library Screen. 44,000 tested, under 10 active. recombinant GALK, Kinase-Glo ATP luminescence, 1 h. Potency, µM (doses to about 57.5 µM), for inactives: top-dose activity, negative = inhibition, hits mostly inhibitors. AID 1347072, 2019;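 note: plate controls were full GALK reaction for no effect and reaction lacking GALK for full effect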
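Reactions with and without enzyme served as controls. GALK at 5 nM phosphorylates 100 uM galactose using 35 uM ATP (HEPES pH 8.0, Mg2+) for 1 h at RT, with luminescence read 10 min after adding Kinase-Glo Plus.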
FH mod: Identification of activators of human fumarate hydratase by quantitative high-throughput screening | Potency, µM (top dose mostly 79.9 µM), for the others: at the highest dose activity change, negative = inhibition, usual class: inhibitors | FH coupled MDH/diaphorase resazurin fluorescence, 15 min | AID 1347055, 2019 | 0.22% of 54,000 active | Fumarate hydratase, mitochondrial (Homo sapiens), P07954; note: potency is the fitted concentration of half-maximal effect; % is set by controls: 0 for no effect and ±100 for the full control effect; the screen sought activators but most active calls are inhibition curves; nearly all actives have a fitted effect of over 45% in size
Target sequence (P07954 whole entry, looked up): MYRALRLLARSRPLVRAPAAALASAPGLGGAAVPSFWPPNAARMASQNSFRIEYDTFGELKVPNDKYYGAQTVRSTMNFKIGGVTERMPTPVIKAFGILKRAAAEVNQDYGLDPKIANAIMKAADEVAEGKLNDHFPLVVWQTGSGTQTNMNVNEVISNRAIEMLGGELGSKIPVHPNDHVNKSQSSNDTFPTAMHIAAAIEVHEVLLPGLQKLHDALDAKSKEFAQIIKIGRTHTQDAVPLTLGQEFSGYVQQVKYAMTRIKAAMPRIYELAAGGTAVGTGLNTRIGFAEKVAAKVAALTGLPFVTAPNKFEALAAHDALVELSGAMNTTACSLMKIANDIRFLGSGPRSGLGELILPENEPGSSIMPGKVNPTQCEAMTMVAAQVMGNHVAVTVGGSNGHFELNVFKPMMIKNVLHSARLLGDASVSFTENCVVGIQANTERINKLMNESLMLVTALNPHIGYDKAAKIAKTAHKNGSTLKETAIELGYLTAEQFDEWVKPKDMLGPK
NTMT1 inh: Primary qHTS for Inhibitors of N-terminal methyltransferase 1 (NTMT1): MTaseGlo Assay | N-terminal Xaa-Pro-Lys N-methyltransferase 1 (Homo sapiens), Q9BV86 | NTMT1 MTase-Glo SAH luminescence, purified enzyme | Potency, µM (highest dose often 114 µM), inactives show top-dose activity change, negative = inhibition, actives largely listed as inhibitors | 2.5% of 59,000 active | AID 1645870, 2021;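 note: potency is the fitted concentration of half-maximal effect; plate controls were DMSO vehicle for no effect and no enzyme for full effect; nearly all actives have a fitted effect of over 65% in size; many of its hits are not listed in these tables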
Target sequence (Q9BV86 whole entry, looked up): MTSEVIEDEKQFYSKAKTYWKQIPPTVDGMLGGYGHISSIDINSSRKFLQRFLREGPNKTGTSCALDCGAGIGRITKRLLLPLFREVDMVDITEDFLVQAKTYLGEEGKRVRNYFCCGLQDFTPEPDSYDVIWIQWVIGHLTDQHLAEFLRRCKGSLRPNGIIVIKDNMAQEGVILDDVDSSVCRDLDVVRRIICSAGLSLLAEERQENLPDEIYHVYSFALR
PTAP-TSG101 blk: qHTS Validation Assay for Inhibitors of HIV-1 Budding by Blocking the Interaction of PTAP/TSG101: Sytravon Library Screen. Fluorescence polarization, FITC-PTAP peptide/Tsg101, 20 min. Potency, µM (series often up to 115 µM), without a hit: at the top dose activity change, negative = inhibition, most hits filed as inhibitors. Tumor susceptibility gene 101 protein (Homo sapiens), Q99816. 44,000 tested, under 10 active; note: potency is the fitted concentration of half-maximal effect; 0% is about no effect
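Steps: Tsg101 binding domain (10 uM final) in HEPES pH 7.5/NaCl/Tween 20/EDTA/TCEP; add compound; add FITC-PTAP peptide (50 nM final); incubate 20 min r.t.; read polarization.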
B2AR arrestin ag: qHTS assay of beta-arrestin-biased ligands of beta2-adrenergic receptor: NCGC Sytravon Library Screen | 44,000 tested, under 10 active | Potency, µM (top dose mostly 46.1 µM), for inactives: at the top dose activation, actives largely listed as activators | HTLA Tango cells, beta-arrestin recruitment, luciferase luminescence, 18 h | Beta-2 adrenergic receptor (Homo sapiens), P07550;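 note: potency is the fitted concentration of half-maximal effect; 0% = DMSO and full agonism = EC100 isoproterenol or metaproterenol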
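Tango cells expressing recombinant beta2-AR and beta-arrestin were treated with compounds (up to 46 microM titration) in DMEM with 1% FBS for 18 hr at 37 degrees C. Beta-arrestin recruitment drove tTA-dependent luciferase, read by luminescence; curves were fitted and classed.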
p53null 32C kill: qHTS Screen for Compounds that Selectively Target Cancer Cells with p53 Mutations: Cytotoxicity of p53 Null Cells at the Permissive Temperature; H1299-neo p53 null cells, ATP luminescence, 24 h, 32C; Potency, µM (highest dose often 46.1 µM), without a hit: at the highest dose activity change, negative = cytotoxicity, hits mostly cytotoxic; 0.62% of 55,000 active; AID 903, 2007;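 note: potency is the fitted concentration of half-maximal effect; 0% = DMSO only and -100% = full killing by 100 µM tamoxifen; nearly all actives have a fitted effect of over 55% in size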
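H1299-neo, 600 cells/well; overnight 37C; cpd up to 46 uM, 24 h at 32C; ATPlite luminescence after 20 min RT; normalized to DMSO (0%) and tamoxifen 100 uM (100% kill); Hill-fit AC50.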
p53null 39C kill: qHTS Screen for Compounds that Selectively Target Cancer Cells with p53 Mutations: Cytotoxicity of p53 Null Cells at the Nonpermissive Temperature; H1299 p53-null (neo) cells, 39C, ATPlite viability, 24 h; Potency, µM (highest dose often 46.1 µM), for the others: at the highest dose activity, negative = cell killing, actives largely listed as cytotoxic; 0.97% of 55,000 active; AID 904, 2007;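 note: potency is the fitted concentration of half-maximal effect; 0% = DMSO only and -100% = full killing by 100 µM tamoxifen; nearly all actives have a fitted effect of over 50% in size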
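ATP-luminescence viability readout (ATPlite, 20 min RT) after 24 hr compound treatment at 39C of H1299-neo or H1299-p53A138V cells; titration up to 46 uM; normalized to DMSO and 100 uM tamoxifen; Hill-fit AC50.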
* hit, by the source's call; ? = inconclusive; · = not tested or not shown; [ ] = another dose, or the depositor's remark. Calls come from the whole dose curve; as a rule, active = well fitted curve in the direction sought with a large enough effect; inconclusive = small, poorly fitted or top-dose-only effect, or another doubt; inactive = no such curve, though single readings can be large; an effect the other way counts as inactive or inconclusive. Not all compounds are listed; count on the stated rates, not on these rows.

smiles	GALK inh	NTMT1 inh	FH mod	B2AR arrestin ag	PTAP-TSG101 blk	p53null 39C kill	p53null 32C kill
COc1ccccc1N1CCN(CCCNC(=O)c2cnn(-c3ccc(C)c(C)c3)c2C2CCN(C(=O)OC(C)(C)C)CC2)CC1	0.5%	1.8%	-17.6%	0.0%	-1.8%	-1.2%	16.4%
CCOc1ccccc1NC(=O)Cn1c(=O)n(-c2ccc(C)c(C)c2)c(=O)c2c(C)c(C(=O)N(C)C)sc21	6.0%	?	-17.3%	-1.6%	-5.6%	-10.2%	-9.0%
COc1cc(OC)c(NC(=O)c2oc3ccc4c(c3c2C)C(=O)CC(C)(C)O4)cc1Cl	2.9%	25.4%	-15.0%	1.8%	4.3%	1.7%	-5.8%
CC(C)n1c(SCC(=O)c2ccc(F)cc2)nc2c(sc3ccccc32)c1=O	0.1%	-3.0%	9.0%	0.5%	3.7%	-2.7%	-7.4%
Cc1ccc(CNC(=O)c2cc3c(s2)-c2ccccc2SC3)cc1	3.3%	-8.2%	-24.6%	0.5%	0.7%	0.1%	6.1%
O=C(c1ccc2c(c1)N(Cc1cccc(Cl)c1)C(=O)c1ccccc1S2(=O)=O)N1CCN(Cc2ccccc2)CC1	-1.8%	2.5%	-19.4%	1.9%	-1.0%	15.2%	26.5%
CCc1nnc(NC(=O)CSc2nc3c([nH]c4ccccc43)c(=O)n2-c2cc(C)cc(C)c2)s1	0.6%	15.5%	11.0%	-1.6%	-0.3%	-0.4%	-8.1%
CCOc1ccccc1NC(=O)Cc1noc2ccc(C)cc12	3.4%	2.6%	1.5%	-0.1%	-5.9%	39.9%[activator]	24.8%
COc1cc(OC)c(NC(=O)N2CC3CCCN3c3ccccc32)cc1Cl (stereo unspecified)	-0.3%	1.7%	-18.8%	-0.5%	10.2%	-10.6%	-8.3%
CCN(CC)CCSc1nnc2c3cc(F)ccc3n(C)c2n1	1.5%	-14.4%	-7.3%	-2.2%	-9.5%	12.9%	-6.6%
CCc1ccccc1Nc1nn2c(=O)c3ccc(C(=O)NCCc4ccccc4)cc3nc2s1	-3.3%	-6.4%	-9.1%	-0.2%	-5.7%	?	-10.4%
COc1ccc(C)cc1-n1cnc2cc(C(=O)NC3CCCCCC3)ccc21	-1.3%	-18.2%	-39.8%	-0.7%	0.5%	101.7%[activator]	77.7%[activator]
Cc1ccc(C)c(N2CCN(C(=O)c3cc4c(=O)n(Cc5cccnc5)ccc4nc3C)CC2)c1	1.8%	-3.2%	-11.1%	-0.6%	-6.2%	-12.0%	14.6%
NC(=O)C1(N2CCCCC2)CCN(C(=O)Nc2ccc(F)cc2)CC1	7.5%	6.7%	-4.2%	-3.1%	-2.0%	3.9%	-8.2%
COc1ccc(CCNC(=O)CCc2cn(Cc3ccc(C)cc3)c3ccccc23)cc1OC	1.3%	-2.3%	-7.7%	1.7%	-2.3%	25.4%	16.0%
COc1ccccc1OCC(=O)NCC1(N(C)C)CCCCC1	7.1%	6.5%	-14.1%	-3.4%	2.0%	0.5%	-10.5%
Cc1ccccc1CCNC(=O)C1CCN(c2nc3ccccc3nc2C(F)(F)F)CC1	-2.2%	1.8%	3.5%	-0.5%	-3.7%	-3.0%	-10.5%
Cn1cnc2c(=O)oc3ccc(S(=O)(=O)N4CCN(c5cccc(Cl)c5)CC4)cc3c21	-3.6%	·	·	0.3%	-2.3%	2.3%	0.2%
COc1ccc(Cl)cc1NC(=O)c1cn(C2CCCC2)c(=O)c2c1c1ccccc1n2C	2.5%	1.2%	-6.0%	?	0.6%	-17.3%	-1.2%
CCc1cccc(-n2nnc(-c3nsc(NC(=O)c4ccc(C)cc4)n3)c2C)c1	4.3%	6.6%	-11.6%	0.2%	-1.6%	7.8%	-6.8%

Single records, as listed above. Values in the order: GALK inh, NTMT1 inh, FH mod, B2AR arrestin ag, PTAP-TSG101 blk, p53null 39C kill, p53null 32C kill
Results for COc1cc(OC)c(NC(=O)N2CC3CCCN3c3ccccc32)cc1Cl (stereo unspecified) : -0.3%, 1.7%, -18.8%, -0.5%, 10.2%, -10.6%, -8.3%
Results for NC(=O)C1(N2CCCCC2)CCN(C(=O)Nc2ccc(F)cc2)CC1 : 7.5%, 6.7%, -4.2%, -3.1%, -2.0%, 3.9%, -8.2%

Continuation.
smiles	GALK inh	NTMT1 inh	FH mod	B2AR arrestin ag	PTAP-TSG101 blk	p53null 39C kill	p53null 32C kill
Cc1ccc(S(=O)(=O)N(CC(O)Cn2c3ccccc3c3ccccc32)c2cccc(C(=O)NCCO)c2)cc1 (stereo unspecified)	0.0%	-13.7%	?	-2.3%	-1.7%	?	?
CCCN1CCN(CCCNC(=O)Cn2nc(CC)n3c(cc4occc43)c2=O)CC1	0.7%	-9.3%	5.2%	-2.4%	-1.1%	-11.4%	2.6%
CCOC(=O)c1[nH]c2c(c1Cc1ccccc1OC)C(=O)CC(c1ccc(OCC)cc1)C2 (stereo unspecified)	1.4%	10.2%	-20.4%	-1.9%	1.0%	-7.5%	7.5%
Cc1nc2cc(-c3ccccc3)nn2c(C)c1CCC(=O)N1CCN(c2ccc(F)cc2)CC1	7.1%	26.1%	-21.8%	-2.3%	-4.9%	-5.2%	-2.6%
CCc1ccc(NC(=O)CSc2nc(-c3ccccc3)c(C#N)c(=O)[nH]2)cc1	0.9%	-1.3%	-27.6%	-3.4%	-3.5%	0.6%	3.7%
CN(Cc1ccccc1)C(=O)c1ccc(CSc2nc3cccnc3n2Cc2ccccc2F)cc1	5.6%	?	?	7.6%	-0.5%	-19.8%	8.1%
COc1c(C)cccc1C(=O)Nc1cccc2ccc(C)nc12	-1.7%	0.0%	-19.7%	-0.5%	-4.1%	·	·
Cc1ccc(-c2nnc(Nc3cccc(Cl)c3)c3ccccc23)cc1S(=O)(=O)N1CCOCC1	1.4%	-12.9%	-16.3%	-0.3%	0.4%	-5.2%	6.1%
COC(=O)c1ccc(C2C(C(=O)Nc3ccccc3)=C(C)Nc3nc4ccccc4n32)cc1 (stereo unspecified)	2.3%	17.5%	-0.9%	0.3%	-0.6%	-25.1%	?
O=C(O)CCc1ccc(-c2ccccc2)n1CC(=O)Nc1ccccc1C(F)(F)F	-0.7%	5.1%	8.7%	0.1%	-1.1%	1.4%	-1.1%
CCOc1ccc(OCC)c(NC(=O)CCc2nc3cccnc3n2Cc2cccs2)c1	6.8%	?	?	-1.1%	-1.0%	-6.0%	?
Cc1cc(Br)ccc1NC(=O)c1c(C)oc2ncnc(N3CCCCC3)c12	-1.0%	-1.3%	-12.1%	-0.8%	2.8%	9.3%	-7.7%
O=C(c1ccccc1)n1nc(-c2ccc(Cl)cc2)nc1NCc1ccco1	0.0%	4.8%	-28.3%	-1.8%	-0.9%	-11.6%	11.2%
Cn1c(=O)oc2cc(S(=O)(=O)CCC(=O)N3CCN(c4ccccc4)CC3)ccc21	-0.5%	33.7%[activator]	?	-0.6%	-5.3%	-17.0%	-0.3%
CCOc1ccc(NC(=O)Cn2nc3c(cc2=O)CC(C)CC3)cc1 (stereo unspecified)	0.2%	0.6%	1.4%	0.0%	-2.6%	4.0%	-11.3%
CC(NC(=O)c1ccc2c(c1)sc1nc(-c3ccccc3)cn12)C12CC3CC(CC(C3)C1)C2 (stereo unspecified)	-2.9%	-0.6%	-13.5%	-0.3%	-2.5%	9.8%	-0.2%
Cc1ccc2c(CC(=O)Nc3ccc(S(=O)(=O)N4CCCCC4)cc3)coc2c1C	6.3%	0.6%	-11.5%	0.9%	0.0%	14.0%	6.8%
Cc1cccc(N2CCN(C(=O)Cn3cnc4sc(C)c(S(=O)(=O)N5CCN(c6ncccn6)CC5)c4c3=O)CC2C)c1 (stereo unspecified)	2.1%	-1.7%	-13.3%	1.0%	9.7%	-12.1%	21.5%
Cc1ccc(C2C=C(c3ccc(F)cc3)Nc3nc(CCCO)nn32)cc1 (stereo unspecified)	-10.8%	-9.4%	-3.1%	-1.9%	-5.2%	1.2%	-2.3%
Cc1cccc(NC(=O)c2ccc(F)c(S(=O)(=O)NCc3ccc4c(c3)OCO4)c2)c1	-1.6%	-1.5%	-21.2%	0.2%	-3.8%	-2.0%	1.3%

(more compounds)
smiles	GALK inh	NTMT1 inh	FH mod	B2AR arrestin ag	PTAP-TSG101 blk	p53null 39C kill	p53null 32C kill
Cc1noc(-c2ccc(-c3noc(-c4ccc(C(F)(F)F)cc4)n3)cc2)n1	1.1%	7.3%	0.7%	-0.5%	-4.7%	13.4%	5.8%
CCOc1ccccc1Nc1ncnc2c1c(-c1ccccc1)cn2-c1ccc(OC)cc1	-1.4%	-0.8%	-17.3%	-0.5%	2.4%	9.1%	-2.5%
COc1cc(NS(=O)(=O)c2ccc3c(c2)CCCN3C(C)=O)cc(OC)c1OC	0.2%	12.6%	2.2%	0.2%	0.1%	6.4%	-7.5%
CCOc1ccc(NC(=O)C(Cc2ccccc2)NS(=O)(=O)c2ccc3c(c2)oc(=O)n3C)cc1 (stereo unspecified)	-2.7%	-20.8%	1.8%	0.5%	-0.4%	-8.6%	-0.3%
COc1ccc(-c2nc3ccccc3o2)cc1NC(=O)c1ccc(N2CCC(C)CC2)c([N+](=O)[O-])c1	6.4%	14.6%	-1.5%	-0.3%	-12.9%	-24.3%	7.7%[9.22 µM]
COC(=O)C1CCN(C(c2ccccc2Cl)c2sc3nc(-c4ccco4)nn3c2O)CC1 (stereo unspecified)	-3.4%	-0.5%	-14.7%	-1.1%	-5.5%	15.4%	-5.0%
Cc1ccc2nc(CN3CCN(S(=O)(=O)c4ccc(C)c(C)c4)CC3)oc2c1	1.7%	0.8%	-2.8%	0.0%	-1.3%	-11.2%	-3.2%

Assay outcomes from PubChem.
